From PubChem BioAssay
IDH1 R132H inh: qHTS for Inhibitors of mutant isocitrate dehydrogenase 1 (IDH1): qHTS | Isocitrate dehydrogenase [NADP] cytoplasmic (Homo sapiens), O75874 | IDH1-R132H enzyme, NADPH consumption, diaphorase/resazurin fluorescence | Potency, µM (titrated, usually from 76.6 µM), without a hit: top-dose activity change, negative = inhibition, actives largely listed as inhibitors | 390,000 compounds, 0.093% hits | AID 602179, 2012; also: potency is read from the fitted curve at half-maximal effect; % is scaled to controls: 0 for no effect and ±100 for the full control effect; nearly all actives have a fitted effect of over 65% in size
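IDH1-R132H (0.5 ug/mL dispensed) in pH 7.5 Tris buffer was preincubated 30 min with compound, then given a substrate mix of 0.016 mM NADPH and 2 mM alpha-KG for 80 min at room temperature; remaining NADPH was read by diaphorase/resazurin fluorescence.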
Vif-A3F inh: qHTS for Inhibitors of Vif-A3F Interactions: qHTS; HeLa A3F-eYFP + Vif (tagged APOBEC3F with the HIV-1 protein that degrades it), YFP fluorescence increase; Potency, µM (titrated, usually from 46.1 µM), for the others: top-dose activity, negative = active; 390,000 compounds, 0.2% hits; AID 602313, 2012; also: potency is read from the fitted curve at half-maximal effect; % of control where 0% means no effect; nearly all actives have a fitted effect of over 65% in size
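HeLa cells stably expressing Vif plus C-terminally eYFP-tagged A3F were seeded, incubated overnight at 37 deg C, dosed with compound, incubated overnight again at 37 deg C. Yellow fluorescence (Ex 488/Em 500-530) reported blocked Vif-mediated A3F-eYFP degradation.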
PI4K2A block: qHTS for small molecular inhibitors of PI4K2A; purified PI4K2A, ADP-Glo luminescence, 1 h; hits give low values; activity change, negative = inhibition, % at 76.9 µM; 420,000 compounds, 0.13% hits; AID 1346378, 2018; in the data active = activity change below about -50%; inconclusive = mostly about -30% to -49%;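 also: -100% = wells without enzyme as full effect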
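Compounds are screened against recombinant PI4K2A using PI as substrate and ATP, the latter dispensed at 300 microM. Reactions run one hour at ambient temperature before ADP-Glo detection; full inhibition defined by wells lacking enzyme.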
RXFP1 ag: qHTS Assay for Agonists of the Relaxin Receptor RXFP1. Relaxin receptor 1 (Homo sapiens), Q9HBX9. Potency, µM (doses to about 57.5 µM), for the others: at the top dose activation, usual class: activators. HEK293T-RXFP1 cAMP TR-FRET, 30 min; response scale: percent of porcine relaxin response, buffer zero. 370,000 compounds, 0.3% hits; also: potency is read from the fitted curve at half-maximal effect; % is scaled to controls: 0 for no effect and ±100 for the full control effect; nearly all actives have a fitted effect of over 60% in size; many of its hits are not listed in these tables
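Agonist response is measured as cAMP accumulation in an RXFP1-transfected HEK293T line under PDE4 inhibition. Values are scaled between buffer-only and 29 nM porcine relaxin, and EC50s come from standard Hill equation fits.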
USP1 inh: Inhibitors of USP1/UAF1: Primary Screen; Ubiquitin carboxyl-terminal hydrolase 1 (Homo sapiens), O94782; recombinant USP1/UAF1, Ub-Rhodamine cleavage fluorescence; Potency, µM (series often up to 57.1 µM), inactives show at the highest dose activity change, negative = inhibition, usual class: inhibitors; AID 743255, 2014; 390,000 compounds, 0.23% hits; also: potency is read from the fitted curve at half-maximal effect; % is scaled to controls: 0 for no effect and ±100 for the full control effect; nearly all actives have a fitted effect of over 60% in size; inactives centre near -12
Target sequence (O94782 whole entry, looked up): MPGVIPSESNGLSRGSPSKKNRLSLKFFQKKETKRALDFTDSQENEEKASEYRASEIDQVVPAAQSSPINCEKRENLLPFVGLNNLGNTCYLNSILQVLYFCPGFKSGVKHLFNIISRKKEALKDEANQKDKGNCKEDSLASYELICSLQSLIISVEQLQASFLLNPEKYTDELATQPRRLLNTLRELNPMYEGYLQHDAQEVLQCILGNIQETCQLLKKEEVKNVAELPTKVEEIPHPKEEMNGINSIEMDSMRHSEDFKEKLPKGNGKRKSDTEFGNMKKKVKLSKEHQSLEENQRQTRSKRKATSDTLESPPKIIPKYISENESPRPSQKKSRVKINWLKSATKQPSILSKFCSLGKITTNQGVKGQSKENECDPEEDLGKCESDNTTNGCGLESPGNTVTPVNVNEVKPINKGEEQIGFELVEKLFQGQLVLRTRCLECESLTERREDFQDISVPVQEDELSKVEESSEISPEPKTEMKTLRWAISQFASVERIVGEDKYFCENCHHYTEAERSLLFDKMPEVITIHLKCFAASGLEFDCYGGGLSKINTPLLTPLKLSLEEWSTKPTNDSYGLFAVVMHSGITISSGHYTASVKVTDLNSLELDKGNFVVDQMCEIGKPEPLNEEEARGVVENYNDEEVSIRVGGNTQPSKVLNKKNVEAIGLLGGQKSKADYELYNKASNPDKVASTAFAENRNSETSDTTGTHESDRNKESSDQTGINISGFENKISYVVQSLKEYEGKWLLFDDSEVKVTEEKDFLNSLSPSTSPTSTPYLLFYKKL
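High-throughput fluorogenic screen: 1nM USP1/UAF1 complex, Ub-Rho substrate 150nM final, 50mM HEPES pH 7.8 with 0.5mM EDTA, 0.1 mg/ml BSA, 1mM TCEP and 0.01% Tween-20.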
Vif-APOBEC3G blk: qHTS for Inhibitors of Vif-A3G Interactions: qHTS | 410,000 compounds, 0.076% hits | HeLa A3G-eYFP + Vif (tagged APOBEC3G with the HIV-1 protein that degrades it), YFP fluorescence, overnight | Potency, µM (highest dose often 46.1 µM), inactives show at the highest dose activity, negative = active, most hits filed as inhibitors | DNA dC->dU-editing enzyme APOBEC-3G (Homo sapiens), Q9HC16;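 also: potency is read from the fitted curve at half-maximal effect; % is scaled to controls: 0 for no effect and ±100 for the full control effect; nearly all actives have a fitted effect of over 60% in size; hits raise eYFP signal because A3G escapes Vif-driven loss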
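Read-out is eYFP fluorescence (Ex 488/Em 500-530) from Vif-expressing HeLa A3G-eYFP cells; more signal means A3G escaped Vif-mediated degradation. Cells plated overnight, compound pinned in, incubated overnight at 37 deg C.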
TrxR1 substrate: qHTS Assay for Substrates of Mammalian Selenoprotein Thioredoxin Reductase 1 (TrxR1): qHTS. purified TrxR1 substrate turnover, NADPH consumption readout. Potency, µM (highest dose often 114 µM), for inactives: at the top dose activity change, negative = substrate turnover. Thioredoxin reductase 1, cytoplasmic (Rattus norvegicus), O89049. 390,000 compounds, 0.01% hits. AID 588456, 2011; also: potency is read from the fitted curve at half-maximal effect; % is scaled to controls: 0 for no effect and ±100 for the full control effect; nearly all actives have a fitted effect of over 50% in size
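Rat TrxR1, dispensed at 90 nM, was prereduced with 400 uM NADPH (final) for 5 min at ~22 deg C, then incubated with compound 15 min before 400 uM selenite. A first-read NADPH fluorescence drop versus no-compound background flagged substrates.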
LDHA block: qHTS assay for inhibitors of human lactate dehydrogenase. L-lactate dehydrogenase A chain (Homo sapiens), P00338. purified LDHA, NADH/diaphorase-resazurin fluorescence; hits give low values. activity change, % (values are at about 110 or 230 µM). 480,000 compounds, 0.15% hits; in the data active = activity change below about -30%; inconclusive = mostly about -25% to -30%;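 also: plate controls were DMSO wells for no effect and wells without enzyme for full effect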
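Remaining NADH was detected by diaphorase (0.133 mg/mL) converting 37 µM resazurin to fluorescent resorufin, read at 0 and 20 minutes. The preceding 5-minute room-temperature reaction used 2 nM LDHA, 0.2 mM sodium pyruvate and 0.06 mM NADH at pH 7.4.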
GRP78 ERSR act: qHTS for Inducers of the Endoplasmic Reticulum Stress Response (ERSR) in Human Glioma: qHTS; U87-MG GRP78 promoter luciferase reporter, 16 h; Potency, µM, without a hit: at the top dose activation, hits mostly activators; 420,000 compounds, 0.02% hits; also: potency is read from the fitted curve at half-maximal effect; series mostly up to about 76 µM; % of control where 0% means no effect; nearly all actives have a fitted effect of over 35% in size
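Stably transfected U87-MG glioma cells carrying a GRP78-based luciferase sensor; 16 h compound incubation. Luminescence end-point read 10 min after Bright-Glo addition at room temperature.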
An asterisk follows results filed as active; ? = inconclusive; . = not tested or not shown; & = joins results of further samples; [ ] = remark or other dose. Unless noted, calls follow the shape of the dose curve; as a rule, active = well fitted curve in the direction sought with a large enough effect; inconclusive = small, poorly fitted or top-dose-only effect, or another doubt; inactive = no such curve, though single readings can be large; an effect the other way counts as inactive or inconclusive.

SMILES | IDH1 R132H inh | Vif-A3F inh | PI4K2A block | RXFP1 ag | USP1 inh | Vif-APOBEC3G blk | TrxR1 substrate | LDHA block | GRP78 ERSR act
COCCCNC(=O)C1C2C=CC3(CN(Cc4ccc(C)cc4)C(=O)C13)O2 (configuration not stated) | -1.9% | -5.9% | 2.1 | -0.7% | -13.2% | -0.8% | 11.1% | -11.1 | -3.6%
Cc1cn2c(=O)cc(COC(=O)c3cccc(NC(=O)c4ccc(C(C)(C)C)cc4)c3)nc2s1 | 2.1% | -5.2% | 0.1 | -1.5% | ? | -5.0% | 6.4%[57.1 µM] | -6.3 | -0.5%
COc1ccc(C(C(=O)NC2CCCC2)N(C(=O)c2snc(-c3ccc(F)cc3)c2N)c2ccccc2)cc1 (configuration not stated) | 0.5% | -4.3% | 0.8 | 2.7% | 2.1% | 1.4% | 5.8%[57.1 µM] | -6.7 | -0.9%
O=S(=O)(Nc1c(O)ccc2ccccc12)c1ccccc1 | 30.0%[activator] | -6.9% | -4.9 | . | -9.0% | -17.6% | -1.3% | 9.4 | -9.7%
COc1ccc(NC(=O)Nc2ccc3c(c2)C(=O)N([C@H](C)CO)C[C@H](C)[C@@H](CN(C)S(=O)(=O)c2ccc(OC)cc2)O3)cc1 | -8.1% | 2.0% | -7.4 | . | -13.2% | -11.1% | -10.2% | -2.2 | -0.8%
CCCCOC(=O)C1[C@H]2C(=O)N(c3ccccc3CC)C[C@]23C=C[C@H]1O3 (some centres not stated) | 2.2% | . | 4.2 | 0.1% | -14.3% | -0.3% | -5.3% | 1.6 | -5.5%
CC(Sc1ncnc2ccccc12)C(=O)Nc1ccc2c(c1)OCCO2 (configuration not stated) | 4.5% | -5.0% | -4.2 | 0.0% | -2.9% | -1.3% | -15.2% | -3.5 | -5.0%
CCOc1ccc(CN(C)c2ccc(S(=O)(=O)N3CCN(C)CC3)cc2[N+](=O)[O-])cc1OC | 0.2% | -10.8% | -1.7 | -1.7% | -10.2% | 1.5% | -10.1% | 1.3 | -5.5%
O=C(Cn1nnc(-c2ccc(Cl)cc2)n1)NCc1ccc(F)cc1 | 25.6% | 4.8% | -3.4 | 0.6% | -8.5% | 4.0% | 4.6%[11.4 µM] | -1.6 | -1.6%
CC(C)(C)c1ccc(CN(Cc2ccccc2)C(c2ccccn2)c2nnnn2C(C)(C)C)cc1 (configuration not stated) | 0.0% | 1.7% | 1.0 | 2.2% | -12.9% | 3.2% | -1.8% | 1.6 | -3.9%
CCOC(=O)CC(C#N)c1c[nH]c2ccccc12 (configuration not stated) | -0.9% | -17.2% | 3.4 | -0.2% | 6.9% | -0.2% | -7.5% | 2.3 | -2.3%
COc1cc(C)nc(NC(=O)NC(=O)c2ccc(C(F)(F)F)cc2)n1 | -4.1% | 1.8% | 7.9 | 0.6% | -27.0% | -0.5% | -0.8% | -3.6 | -6.4%
Cc1cc(C(=O)OC(C(=O)Nc2cccc(C(F)(F)F)c2)c2ccccc2)c(C)o1 (configuration not stated) | 1.2% | -30.0% | -3.9 | 0.4% | -17.6% | -0.8% | -14.4% | 1.0 | -3.0%
CN(C)c1cccc(C(=O)OCc2cc(=O)oc3cc(O)ccc23)c1 | -1.7% | ? | -2.2 | 0.8% | -2.2% | -4.6% | 7.5%[11.4 µM] | 2.0 | -2.4%
CCOCc1c(C(=O)N2CCN(CC(=O)Nc3ccc(F)cc3)CC2)oc2ccccc12 | 1.5% | 5.9% | -1.8 | 2.1% | 3.7% | -2.5% | 4.0% | -2.0 | -3.2%
O=[N+]([O-])c1ccc2nc(-c3ccccc3[N+](=O)[O-])[nH]c2c1 | 17.5% | 6.4% | 0.2 | -0.4% | 5.7% | 1.5% | -5.4%[57.1 µM] | -8.6 | 13.8%
C=CCc1c(C)nc(C)nc1N/N=C/c1ccc([N+](=O)[O-])cc1 | 6.3% | 4.7% | -15.8 | 1.4% | -23.7% | -5.6% | -13.1%[57.1 µM] | -2.6 | -2.6%
Cc1noc(NS(=O)(=O)c2ccc(NC(=O)Nc3ccc(Cl)c(Cl)c3)cc2)c1C | -2.2% | 5.5% | -8.5 | 0.0% | ? | -10.0% | 13.2%[57.1 µM] | ? | 10.9%
Cc1cc(=O)nc2c3ccccc3n(CC(=O)NCCCN3CCCC3=O)n12 | -6.8% | -7.4% | 4.5 | 4.6% | -2.8% | 1.3% | 11.0% | -1.1 | -4.5%
CCC(=O)N1CCN(c2ccc(NC(=O)COc3ccc(C)cc3C)cc2)CC1 | 1.3% | -14.2% | -1.4 | -2.8% | -20.0% | -3.8% | -3.9%[57.1 µM] | -5.6 | -5.7%
Cc1ccc(/C=C/S(=O)(=O)Nc2ccc(C)cc2)cc1 | 6.7% | 12.9% | -3.0 | 0.9% | -18.9% | 6.0% | -2.1%[57.1 µM] | -2.7 | -3.1%
O=C(NNC(=S)Nc1ccccc1)c1cc(Br)ccc1Cl | -2.0% | 1.0% | 2.0 | 0.1% | -16.2% | -4.1% | -5.0% | -6.3 | -0.4%
Cc1ccc(-n2c3c(cc(C(=O)NCCCN4CCOCC4)c2=O)C(=O)CC(C)(C)C3)cc1 | 2.5% | 3.2% | 3.5 | 0.9% | -6.6% | 1.4% | 7.9% | 1.3 | -0.6%
CCOc1ccc(N2C(=O)C(CC(=O)Nc3ccccc3)N(Cc3ccccn3)C2=S)cc1 (configuration not stated) | 5.3% | ? | -8.0 | 1.9% | -25.3% | -6.7% | 13.0% | 0.9 | -1.4%
COc1ccc(NC(=O)CSc2nn3c(=O)c(C)nnc3s2)cc1 | 4.7% | -11.5% | 3.1 | 5.6% | -8.3% | 0.4% | -2.0% | -1.8 | -6.2%
Cc1ccc(S(=O)(=O)NCC(=O)OCc2cc(=O)oc3cc(C)ccc23)cc1 | 15.7% | 2.4% | -5.7 | -2.8% | -18.0% | -4.0% | 11.0% | 0.3&1.1 | 6.6%
O=[N+]([O-])c1ccc(N=NNc2ccc([N+](=O)[O-])cc2)cc1 | -4.7% | ? | -1.8 | . | -25.8% | -2.5% | 7.0%[57.1 µM] | -7.5 | 4.1%
O=C(/C=C/c1c(F)cccc1Cl)Nc1cccnc1 | 0.0% | -0.2% | 1.0 | 0.3% | -18.0% | -8.3% | 1.5% | -1.7 | -4.5%
Cc1ccc(C(=O)NCCNC(=O)CN2CCCC2)cc1 | 16.3% | 1.3% | 2.2 | 0.8% | 4.2% | -1.1% | 1.8% | -8.8 | 0.6%
C#CCOCCOCCOCCNc1nc(N2CCN(C(=O)Cn3cc(CCO)nn3)CC2)nc(N2CCN(C(=O)[C@H](C)n3cc(CCCN=C(N)N)nn3)CC2)n1 | -1.5%[38.3 µM] | 2.4% | -6.7 | . | -5.8% | 0.0% | 4.2%[2.29 µM] | -1.6 | -3.5%
COc1ccc(CNC(=O)CCS(=O)(=O)c2cc3c4c(c2)CCN4C(=O)CC3)cc1 | 0.0% | -0.1% | 4.8 | -0.5% | -21.8% | 4.5% | 2.9%[57.1 µM] | -11.4 | -1.3%
COc1cccc(CNC(=O)CCC2CCCN(C(=O)c3ccccc3N(C)C)C2)c1 (configuration not stated) | 9.5% | -19.0% | -4.7 | 2.3% | -20.7% | -4.7% | 3.6% | 2.4 | 2.7%
C[C@@H]1CN([C@@H](C)CO)C(=O)c2cccc(NC(=O)C3CCOCC3)c2O[C@H]1CN(C)S(=O)(=O)c1ccc(Cl)cc1 | -4.4% | -1.7% | 2.2 | . | -26.5% | 0.4% | 6.3% | 0.2 | -4.5%
O=C(C[n+]1ccc(C(=O)NCc2ccccc2)cc1)c1ccc(OC(F)F)cc1 | 9.6% | -3.1% | -4.3 | -1.2% | -26.8% | 0.3% | 4.9% | -0.3 | -1.0%

Only part of the results is shown (hit frequency here may not be typical).
